Screens deposited in PubChem by several laboratories.
Wee1 degr inh: Wee1 degradation inhibitors, primary screen, cell-based, HeLa, Wee1K328M-luciferase, luminescence. Wee1-like protein kinase (Homo sapiens), P30291. HeLa Luc-Wee1K328M stability; 100% = proteasome inhibitor MG132 effect. reporter increase, % at 5 µM. hit rate 1.2% among 220,000. AID 1321, 2008;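 active = activation above the mean of all tested compounds plus 3 SD, set per screening run, cut at about 8.8% in these data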;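 also: cells exposed to compound for 20 h before luminescence read; 0% = DMSO alone and 100% = MG132 at 30 µM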
S1P4 agonist: S1P4 receptor agonists, primary screen, cell-based | Sphingosine 1-phosphate receptor 4 (Homo sapiens), O95977 | S1P4-expressing cell line, agonist reporter assay | activation, % at 4.98 µM | hit rate 0.35% among 220,000 | AID 1509, 2009; in the data active = activation above about 11%;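 also: 0% = DMSO vehicle and 100% = reference agonist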
BaF3 parental: parental Ba/F3 cell viability inhibition, counter-screen for JAK2V617F inhibitor project, murine pro-B, CellTiter-Glo luminescence; CellTiter-Glo ATP luminescence; inhibition, % at 5.6 µM; hit rate 1.1% among 220,000; AID 1486, 2009;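 active = inhibition above a per-campaign cutoff, the mean inhibition of all tested compounds plus 3 SD, cut at about 27% in these data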;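 also: 0% = DMSO wells and 100% = JAK Inhibitor I control wells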
eIF4E 4G PPI: eIF4E–eIF4G protein interaction inhibitors, primary screen, biochemical, uHTS, TR-FRET, eIF4GI fragment. hit rate 0.37% among 220,000. TR-FRET eIF4E-eIF4GI(517-606) binding, 2 h. Eukaryotic translation initiation factor 4E (Mus musculus) + Eukaryotic translation …. inhibition, % at 21.7 µM;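 active = inhibition above about 30%, limit read from the data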;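 also: 0% = full FRET control wells and 100% = background wells lacking eIF4GI fragment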
S1P4 antagonist: S1P4 receptor antagonists, primary screen, cell-based; hit rate 0.26% among 220,000; AID 1510, 2009; S1P4-expressing cells, antagonist mode, reporter read-out; inhibition, % at 4.98 µM; in the data active = inhibition above about 29%;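 also: 0% = wells stimulated with agonist and 100% = vehicle wells without agonist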
PERK inhibitor: block of dimerizer-induced PERK translation repression, primary screen, PERK inhibitor project, CHO PERK-DD cells, SEAP luminescence, HTS; CHO PERK-DD fusion, SEAP luminescence translation reporter; inhibition, % at 5.6 µM; hit rate 0.17% among 220,000; AID 1416, 2008;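 active = inhibition above the mean inhibition of all tested compounds plus 3 SD, set separately per screening campaign, cut at about 2.9% in these data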;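 also: PERK kinase domain activated by AP20187 dimerizer at 100 nM; 0% = DMSO with dimerizer and 100% = rapamycin at 8.4 µM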
Target sequence (Q9NZJ5 whole entry, looked up, the tested form may be a part): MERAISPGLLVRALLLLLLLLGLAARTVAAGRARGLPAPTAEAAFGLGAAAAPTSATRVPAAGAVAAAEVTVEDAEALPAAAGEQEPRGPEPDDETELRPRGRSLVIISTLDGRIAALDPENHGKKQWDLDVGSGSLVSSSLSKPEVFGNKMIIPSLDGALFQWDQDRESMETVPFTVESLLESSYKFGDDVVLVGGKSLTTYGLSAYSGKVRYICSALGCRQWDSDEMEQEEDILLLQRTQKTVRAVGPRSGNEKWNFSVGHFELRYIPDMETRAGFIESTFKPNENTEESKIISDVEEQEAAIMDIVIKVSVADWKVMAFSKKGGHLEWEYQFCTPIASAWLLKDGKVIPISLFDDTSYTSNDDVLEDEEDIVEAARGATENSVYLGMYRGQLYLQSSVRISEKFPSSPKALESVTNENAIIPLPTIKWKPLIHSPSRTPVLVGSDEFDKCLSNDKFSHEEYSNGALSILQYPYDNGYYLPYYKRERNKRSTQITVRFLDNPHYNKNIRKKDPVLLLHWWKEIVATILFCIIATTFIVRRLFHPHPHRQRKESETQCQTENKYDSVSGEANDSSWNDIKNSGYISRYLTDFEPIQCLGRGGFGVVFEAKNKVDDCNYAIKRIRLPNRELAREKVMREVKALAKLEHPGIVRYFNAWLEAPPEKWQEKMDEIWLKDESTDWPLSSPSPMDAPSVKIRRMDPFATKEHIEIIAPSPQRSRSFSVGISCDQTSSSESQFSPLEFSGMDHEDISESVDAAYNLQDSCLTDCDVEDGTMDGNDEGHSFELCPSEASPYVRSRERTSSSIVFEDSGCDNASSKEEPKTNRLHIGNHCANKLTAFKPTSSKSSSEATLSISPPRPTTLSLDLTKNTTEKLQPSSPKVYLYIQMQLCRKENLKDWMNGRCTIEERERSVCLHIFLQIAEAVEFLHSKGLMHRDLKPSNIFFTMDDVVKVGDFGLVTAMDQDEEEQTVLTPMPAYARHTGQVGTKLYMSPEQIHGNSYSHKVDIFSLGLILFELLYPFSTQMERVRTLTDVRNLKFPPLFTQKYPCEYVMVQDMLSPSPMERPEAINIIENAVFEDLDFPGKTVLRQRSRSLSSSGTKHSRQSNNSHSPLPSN
NPY-Y2 PAM-ag: NPY-Y2 potentiators or agonists, primary screen, cell-based; Neuropeptide Y receptor type 2 (Homo sapiens), P49146; cells expressing NPY-Y2, potentiator/agonist read-out; activation, % at 3.6 µM; hit rate 0.45% among 220,000; in the data active = activation above about 27%;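 also: cells stimulated with NPY near EC25 plus isoproterenol at EC100; 0% = vehicle plus submaximal agonist and 100% = vehicle plus saturating agonist; some results beyond the cut were filed as inactive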
Ba/F3 V617F tox: reduced viability of JAK2V617F-dependent Ba/F3 cells, primary screen, JAK2V617F inhibitor project, cell-based, Ba/F3 EpoR-JAK2V617F, luminescence; hit rate 1.1% among 220,000; inhibition, % at 5.6 µM; ATP luminescence; AID 1446, 2008;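 active = inhibition above the campaign mean plus 3 SD over all tested compounds, cut at about 24% in these data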;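 also: cytokine-independent growth of Ba/F3 cells driven by EpoR plus mutant JAK2; 0% = DMSO-treated cells and 100% = JAK inhibitor I control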
MDM2 E3 inh: MDM2-luciferase reporter signal enhancers, primary screen, MDM2 E3 ligase inhibitor project, cell-based, luminescence, 1536-well; signal enhancement, % at 5 µM; hit rate 0.11% among 210,000; cell-based MDM2 ubiquitination luciferase reporter, 2 h; 0 = plate control, 100 = twice control, blank-subtracted; AID 1230, 2008; E3 ubiquitin-protein ligase Mdm2 (Homo sapiens), Q00987;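 active = signal enhancement of 30% or more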;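 also: luminescence tracks abundance of the self-degrading MDM2-luciferase fusion protein; higher signal means inhibition of MDM2 E3 ligase activity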
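Material: Stable MDM2–luciferase fusion reporter cells | Amount: 2000 cells seeded into each well | Dosing: One concentration, 5 µM, with 0.2% DMSO | Incubation: 4 h cell settling then 2 h compound exposure, 37 °C | Measured by: Luciferase luminescence | Read-out basis: % enhancement relative to plate controls after blank subtraction | Benchmarks: Control and blank well means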
Numbers without * were called inactive; nt = no result given; [ ] = dose if it differs, or a comment.

canonical_smiles,BaF3 parental,NPY-Y2 PAM-ag,Ba/F3 V617F tox,S1P4 antagonist,PERK inhibitor,MDM2 E3 inh,Wee1 degr inh,eIF4E 4G PPI,S1P4 agonist
Cn1cc(CNC(=O)c2sc3cccc(Cl)c3c2Cl)cn1,3,-2,-2,-13,-1.1,2,4,4,1.7
Cc1ccc(S(=O)(=O)n2ccc(-c3ccc(OCc4c(F)cccc4Cl)cc3)n2)cc1,6,-15,1,-25,-0.3,-14,8.8*,3,1.1
CCC(C)(C)NC(=O)CN(C(=O)c1snc(C(N)=O)c1N)c1ccc(OC)c(OC)c1,5,-17,-3,-2,-0.1,-1,-2,2,-5.2
Cc1ccccc1-c1nnc(NC(=O)c2ccc(N3C(=O)CCC3=O)cc2)s1,2,4,-7,-22,0.3,nt,2,6,2.9
CC(=O)c1ccc(NC(=O)CSc2nc3nc(C)cc(C)n3n2)cc1,4,17,-4,-8,0.9,-24,1,4,-1.9
O=C(CN1C(=O)c2cccc3cccc1c23)NCc1ccncc1,5,0,4,-17,0.2,-17,-2,10,1.6
O=C(NCc1cc(C(F)(F)F)cc(C(F)(F)F)c1)C1CC(c2c(Cl)cccc2Cl)=NO1 (stereo not drawn),6,-1,1,-2,-1.0,1,0,2,1.0
O=C(c1cccc2ccccc12)N1CCC(N2CCN(c3ccccc3)CC2)CC1,11,-2,5,5,-0.9,-12,-1,-8,1.7
CC(C)(C)n1nnnc1CN1CCN2CCCC2C1 (stereo not drawn),1,9,3,-27,0.8,2,-4,1[fluorescence artefact?],-1.4
CCC(C)OC(=O)C1=C(C)NC(=O)CC1c1ccccc1OC (stereo not drawn),1,-2,-1,22,-0.6,0,2,1[fluorescence artefact?],1.2
CC(C)=NNc1nc(-c2ccc(N3C(=O)CCC3=O)cc2)cs1,-3,0,-2,-5,0.0,-7,-1,10,-1.4
Cc1nc2nc(N)nn2c(C)c1C/C=C/c1ccccc1,7,0,0,-4,0.5,10,-2,-2,-1.3
COc1ccc(OC)c(NC(=O)CCNS(=O)(=O)c2ccc3c(c2)oc(=O)n3C)c1,-1,4,0,8,0.1,-20,2,5,1.2
Cc1nc2ccccc2n(CC(=O)Nc2cc(Cl)cc(Cl)c2)c1=O,-2,18,-3,-11,0.4,-6,-1,4,-1.0
CCNS(=O)(=O)c1c(C)cc(N2CCCC2=O)cc1C,5,1,-2,-10,0.0,-27,-2,-4[fluorescence artefact?],1.5
COc1cccc(NS(=O)(=O)c2cc(C)ccc2OC)c1,-1,14,-4,-4,0.6,-11,-4,-3,-1.1
CCOC(=O)c1[nH]c(C)c(C(=O)NC2CCCC2)c1C,5,7,-2,-23,-0.1,-19,-1,2,2.8
CCOc1cc2[nH]c(=O)n(CCCC(=O)N(C)Cc3ccccc3)c(=O)c2cc1OCC,5,-16,1,9,-0.6,-7,0,-2,1.1
O=Cc1ccc(Oc2cc(-c3ccccc3)nc(-c3ccccc3)n2)cc1,6,-2,0,-3,0.8,28,0,-1,-0.8
CCCCC(=O)Nc1ccc(N2CCN(C(=O)CC)CC2)cc1,7,10,-1,-11,0.2,-19,-3,-4[fluorescence artefact?],0.3

Two entries from above, reformatted.
Fields – BaF3 parental	NPY-Y2 PAM-ag	Ba/F3 V617F tox	S1P4 antagonist	PERK inhibitor	MDM2 E3 inh	Wee1 degr inh	eIF4E 4G PPI	S1P4 agonist
> CC(C)(C)n1nnnc1CN1CCN2CCCC2C1 (stereo not drawn)
  1	9	3	-27	0.8	2	-4	1[fluorescence artefact?]	-1.4
> CCC(C)OC(=O)C1=C(C)NC(=O)CC1c1ccccc1OC (stereo not drawn)
  1	-2	-1	22	-0.6	0	2	1[fluorescence artefact?]	1.2

Additional compounds follow:
canonical_smiles,BaF3 parental,NPY-Y2 PAM-ag,Ba/F3 V617F tox,S1P4 antagonist,PERK inhibitor,MDM2 E3 inh,Wee1 degr inh,eIF4E 4G PPI,S1P4 agonist
COc1cccc(N2CCN(c3ncccn3)CC2)c1,2,2,-2,-1,0.8,-14,2,13[fluorescence artefact?],1.6
CCCCN1C(=O)N(C)C2NC(=S)NC21 (stereo not drawn),-3,-10,1,9,0.3,-90,3,2,1.1
COc1ccc(CNC(=O)c2cc(-c3cc(C)cc(C)c3O)n[nH]2)cc1,-2,1,2,-8,-0.9,0,-1,2,0.3
CC(C)Cc1cc(C(=O)NCc2cccnc2)no1,10,-18,0,-17,0.6,5,2,-2,-1.1
COc1cc(NC(=O)c2ncn[nH]2)cc(OC)c1OC,7,1,-1,2,1.0,-7,-3,-2,-0.6
O=C(Nc1ccc(O)cc1)c1cc(S(=O)(=O)N2CCCC2)ccc1Cl,2,6,-3,-11,1.3,-1,1,3,1.8
COCCNCc1ccccc1,4,2,-3,4,0.9,-22,0,-2[fluorescence artefact?],-2.9
O=C(c1ccc(Cl)cc1)c1oc2ccccc2c1CS(=O)(=O)c1ccccc1,1,-10,4,0,-0.4,-14,-1,1,-0.5
CCOC(=O)c1cnc(SCC(=O)Nc2ccccc2C(=O)OC)nc1N,1,0,-1,-14,-1.0,2,-1,0,4.1
Cc1ccc(-c2csc(N=C(N)N)n2)c(C)c1,2,-8,-1,-15,0.2,-10,-2,-2,1.2
O=C(Nc1nn[nH]n1)c1cccc([N+](=O)[O-])c1,7,5,1,2,1.3,-14,-1,8,-0.4
O=C(Nc1cccnc1)C1CC(c2ccc(Cl)c(Cl)c2)=NO1 (stereo not drawn),0,1,-2,-3,-1.3,-13,-3,6,-1.1
CC(C)c1ccc(-c2csc(NC(=O)c3cccs3)c2C(=O)O)cc1,8,-13,5,0,0.4,-19,-1,-4,-1.5
Cc1cc(NC(=O)c2noc3c2CCCCC3)no1,-2,4,-1,11,0.4,-6,2,3,-1.8
C/C(=N/NC(=O)c1sc(NS(=O)(=O)c2ccc(C)cc2)nc1C)c1sc(N)nc1C,11,-7,5,-5,1.1,-10,6,3,1.1
Cc1ccc(C(C)(C)C)c(OCCOCCN2CCCC2)c1,2,-13,-4,-18,-0.6,-3,-1,7,-0.6
CC(C)(C)C(=O)N1CCCC1C(=O)O (stereo not drawn),6,-13,5,2,-0.5,-8,1,1,0.9
Cn1cc(C(=O)N2CCc3ccccc3C2)c(=O)c2cc(S(=O)(=O)N3CCCCC3)ccc21,1,-6,-3,-12,0.2,-8,5,0,0.9
CCc1ccc2nc(N3CCN(C)CC3)c(C#N)cc2c1,3,-44,-1,4,-0.4,-4,0,3,0.1
Cc1nc(N2CCN(Cc3ccccc3)CC2)nc2c1CCC2,13,9,4,-7,1.6,-8,-3,0,2.3

Record cards, as listed above. Order of screens: BaF3 parental	NPY-Y2 PAM-ag	Ba/F3 V617F tox	S1P4 antagonist	PERK inhibitor	MDM2 E3 inh	Wee1 degr inh	eIF4E 4G PPI	S1P4 agonist
`O=C(c1ccc(Cl)cc1)c1oc2ccccc2c1CS(=O)(=O)c1ccccc1` across the screens: 1	-10	4	0	-0.4	-14	-1	1	-0.5
`CCc1ccc2nc(N3CCN(C)CC3)c(C#N)cc2c1` across the screens: 3	-44	-1	4	-0.4	-4	0	3	0.1
`COc1cc(NC(=O)c2ncn[nH]2)cc(OC)c1OC` across the screens: 7	1	-1	2	1.0	-7	-3	-2	-0.6
`CCOC(=O)c1cnc(SCC(=O)Nc2ccccc2C(=O)OC)nc1N` across the screens: 1	0	-1	-14	-1.0	2	-1	0	4.1
`Cc1ccc(C(C)(C)C)c(OCCOCCN2CCCC2)c1` across the screens: 2	-13	-4	-18	-0.6	-3	-1	7	-0.6

The results go on.
canonical_smiles,BaF3 parental,NPY-Y2 PAM-ag,Ba/F3 V617F tox,S1P4 antagonist,PERK inhibitor,MDM2 E3 inh,Wee1 degr inh,eIF4E 4G PPI,S1P4 agonist
CS(=O)(=O)N(CC(=O)NCc1ccccc1)C1CCCCC1,6,-5,1,-4,1.4,-5,2,-4,1.7
C=CCN(C(=O)c1ccc(Cl)cc1)c1ccccc1C(=O)NCC(=O)O,-3,10,-3,6,1.3,-11,-3,2,0.8
COc1ccc(-c2nc(=S)n3ccsc3n2)cc1OC,6,-12,7,-4,-0.3,15,1,8,0.3
CC(=O)Nc1ccc(S(=O)(=O)NC2(C(F)(F)F)N=C(c3ccccc3)NC2=O)cc1 (stereo not drawn),1,-3,1,-15,2.3,-13,-1,-2,1.2
Cc1ccc2c(c1)C(=O)C(=O)N2CCOc1ccccc1,87*,-22,92*,4,1.5,-10,0,-3,-0.4
CC1CCN(S(=O)(=O)c2ccc3c(c2)C(=NO)c2cc(S(=O)(=O)N4CCC(C)CC4)ccc2-3)CC1,7,-9,2,8,1.5,10,-2,11,-0.3
COCCn1c(SCC(=O)c2ccccc2)nc2c(c1=O)SC(C)C2 (stereo not drawn),2,8,-2,-4,-0.8,6,-2,1,0.4
Cc1ccc(S(=O)(=O)N2CCN(Cc3ccccn3)CC2)cc1,2,-7,3,-8,0.6,-3,-1,-4,2.7
O=C(NCCN1CCCC1)c1ccc(Cn2c(=S)[nH]c3cc4c(cc3c2=O)OCO4)cc1,-1,11,-2,5,0.5,-5,2,-23,0.7
COc1cccc(CNC(=O)C(=O)NCCc2ccc(OC)c(OC)c2)c1,3,4,-7,-8,-0.6,0,0,-1,-0.5
CCc1ccc2c(c1)c1nnc(NN)nc1n2C,2,-3,-1,-6,-0.2,-4,-1,-7,0.5
COc1cc2c(cc1OC)CN(C(=O)c1sccc1C)CC2,-1,-1,-4,-4,-0.5,-7,-1,2,-0.2
CN=c1scc(-c2ccccc2F)n1/N=C/c1ccc[nH]1,9,3,5,-9,0.3,-97,-6,8,-0.6
CC(O)(CS(=O)(=O)Cc1ccccc1Cl)C(=O)Nc1cccc(C(F)(F)F)c1 (stereo not drawn),11,4,3,-18,-0.5,-16,1,-4,-1.1
COC(=O)c1cc(C(C)=O)n2ccccc12,5,11,3,-8,-0.8,-13,3,-2,-0.4
CCCN(CCC)CC(=O)NCC1(c2ccccc2)CCOCC1,4,4,-3,-8,1.2,-10,-1,-2[fluorescence artefact?],0.0
S=C(Nc1ccc(Cl)cc1)NC1CC2CCCC(C1)N2C1CC1 (stereo not drawn),3,12,0,-17,-1.0,1,-1,-5,-0.7
